Pf apPOL inh = Pf-apPOL DNA polymerase inhibition; AID 1794808; inhibition, % at 10 µM; 210,000 compounds, 0.25% hits; Recombinant Pf-apPOL, molecular beacon fluorescence, 1.5 h
mHTT-CaM PPI inh = inhibitors of human mutant huntingtin-calmodulin interaction; AlphaScreen His-mHTT/GST-CaM binding, luminescence; 190,000 compounds, 3.6% hits; P42858; inhibition, % at 15 µM;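 also: 0% = both proteins with DMSO and 100% = one protein alone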
Target sequence (P42858 whole entry, looked up, stated change not applied): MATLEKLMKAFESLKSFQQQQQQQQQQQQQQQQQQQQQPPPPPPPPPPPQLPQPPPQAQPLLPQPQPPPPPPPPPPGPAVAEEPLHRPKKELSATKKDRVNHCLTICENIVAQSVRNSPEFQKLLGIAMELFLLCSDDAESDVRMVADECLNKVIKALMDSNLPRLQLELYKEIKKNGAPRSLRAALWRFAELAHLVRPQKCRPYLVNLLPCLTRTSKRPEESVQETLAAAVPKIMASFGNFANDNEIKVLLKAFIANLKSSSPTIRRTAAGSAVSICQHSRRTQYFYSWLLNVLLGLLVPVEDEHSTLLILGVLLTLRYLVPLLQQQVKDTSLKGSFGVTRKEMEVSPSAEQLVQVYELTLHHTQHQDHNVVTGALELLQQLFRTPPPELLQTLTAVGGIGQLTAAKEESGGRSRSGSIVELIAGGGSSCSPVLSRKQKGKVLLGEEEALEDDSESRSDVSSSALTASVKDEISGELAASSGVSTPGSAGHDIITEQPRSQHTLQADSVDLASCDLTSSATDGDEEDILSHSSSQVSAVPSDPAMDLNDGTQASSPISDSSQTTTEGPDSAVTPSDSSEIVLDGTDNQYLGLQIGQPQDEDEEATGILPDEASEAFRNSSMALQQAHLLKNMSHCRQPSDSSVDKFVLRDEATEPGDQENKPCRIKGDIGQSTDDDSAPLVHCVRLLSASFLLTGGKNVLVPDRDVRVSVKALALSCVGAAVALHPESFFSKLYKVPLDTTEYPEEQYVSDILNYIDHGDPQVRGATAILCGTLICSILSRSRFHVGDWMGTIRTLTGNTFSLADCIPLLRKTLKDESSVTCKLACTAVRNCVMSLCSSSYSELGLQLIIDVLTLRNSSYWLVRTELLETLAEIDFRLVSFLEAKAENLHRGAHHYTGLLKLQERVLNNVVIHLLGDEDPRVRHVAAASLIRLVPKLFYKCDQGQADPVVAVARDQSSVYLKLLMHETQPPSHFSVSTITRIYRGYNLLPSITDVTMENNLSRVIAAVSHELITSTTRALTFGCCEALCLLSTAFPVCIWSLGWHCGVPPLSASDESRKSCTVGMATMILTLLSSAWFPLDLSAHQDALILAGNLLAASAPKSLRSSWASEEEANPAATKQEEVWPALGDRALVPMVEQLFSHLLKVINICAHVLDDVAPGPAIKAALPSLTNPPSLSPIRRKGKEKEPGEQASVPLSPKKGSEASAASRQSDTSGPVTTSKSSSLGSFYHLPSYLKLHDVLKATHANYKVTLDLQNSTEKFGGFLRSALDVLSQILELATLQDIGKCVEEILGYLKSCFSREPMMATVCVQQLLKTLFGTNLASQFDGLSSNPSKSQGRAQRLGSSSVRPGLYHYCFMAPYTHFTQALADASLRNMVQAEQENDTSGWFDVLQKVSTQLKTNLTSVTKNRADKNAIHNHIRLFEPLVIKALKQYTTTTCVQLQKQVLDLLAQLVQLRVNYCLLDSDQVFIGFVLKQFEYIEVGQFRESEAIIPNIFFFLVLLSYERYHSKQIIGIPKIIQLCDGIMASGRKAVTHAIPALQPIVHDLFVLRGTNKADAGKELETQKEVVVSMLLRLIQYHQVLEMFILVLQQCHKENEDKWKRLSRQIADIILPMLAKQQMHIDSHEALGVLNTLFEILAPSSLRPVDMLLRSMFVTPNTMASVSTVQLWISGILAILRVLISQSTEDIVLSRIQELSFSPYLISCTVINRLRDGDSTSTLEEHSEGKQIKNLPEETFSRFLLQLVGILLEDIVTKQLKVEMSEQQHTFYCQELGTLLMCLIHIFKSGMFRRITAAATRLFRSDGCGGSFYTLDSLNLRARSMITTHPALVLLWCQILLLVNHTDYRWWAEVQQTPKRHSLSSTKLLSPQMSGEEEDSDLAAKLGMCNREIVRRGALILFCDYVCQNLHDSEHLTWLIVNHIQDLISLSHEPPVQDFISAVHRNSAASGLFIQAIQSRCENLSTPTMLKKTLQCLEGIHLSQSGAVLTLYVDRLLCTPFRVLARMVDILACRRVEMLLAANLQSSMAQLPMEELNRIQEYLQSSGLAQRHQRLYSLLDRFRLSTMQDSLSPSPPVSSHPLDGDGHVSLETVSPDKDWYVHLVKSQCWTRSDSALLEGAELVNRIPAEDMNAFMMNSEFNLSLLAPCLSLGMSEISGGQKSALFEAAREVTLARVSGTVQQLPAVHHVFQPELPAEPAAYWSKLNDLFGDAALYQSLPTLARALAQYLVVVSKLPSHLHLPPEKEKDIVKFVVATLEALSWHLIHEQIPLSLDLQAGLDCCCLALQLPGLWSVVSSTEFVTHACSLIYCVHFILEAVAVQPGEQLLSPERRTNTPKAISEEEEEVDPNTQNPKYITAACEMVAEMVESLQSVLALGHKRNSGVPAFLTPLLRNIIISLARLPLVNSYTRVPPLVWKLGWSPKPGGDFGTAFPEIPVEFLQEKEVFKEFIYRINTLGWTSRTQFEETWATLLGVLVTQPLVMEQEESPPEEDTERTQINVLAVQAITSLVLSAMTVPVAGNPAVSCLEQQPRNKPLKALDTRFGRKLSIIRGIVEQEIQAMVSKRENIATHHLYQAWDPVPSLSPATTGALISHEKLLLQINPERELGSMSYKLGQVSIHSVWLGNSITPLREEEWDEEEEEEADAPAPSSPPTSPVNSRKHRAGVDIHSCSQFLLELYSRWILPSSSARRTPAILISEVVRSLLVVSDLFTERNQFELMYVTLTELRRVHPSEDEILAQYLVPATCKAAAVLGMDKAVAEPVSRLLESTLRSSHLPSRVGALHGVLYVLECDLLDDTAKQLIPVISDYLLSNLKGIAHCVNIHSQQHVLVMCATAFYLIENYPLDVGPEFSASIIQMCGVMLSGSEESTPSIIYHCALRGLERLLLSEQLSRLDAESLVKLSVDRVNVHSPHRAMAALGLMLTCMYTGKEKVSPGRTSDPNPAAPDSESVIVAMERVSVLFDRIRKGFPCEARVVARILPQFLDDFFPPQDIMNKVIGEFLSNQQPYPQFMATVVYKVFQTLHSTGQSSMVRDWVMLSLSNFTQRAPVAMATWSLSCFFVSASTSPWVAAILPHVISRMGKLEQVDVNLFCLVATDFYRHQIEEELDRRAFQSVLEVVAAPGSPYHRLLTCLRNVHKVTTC
* marks the source's active call; other numbers are inactive results; i = inactive; . = no result given; & = joins results of further samples. Rule as the data show it: active = inhibition above about 50%; inactive = the rest.

SMILES	Pf apPOL inh	mHTT-CaM PPI inh
COC(=O)c1ccccc1Sc1cccc2cccc(C#N)c12	-6	.
Cc1ccc(N2CCN(C(C)C(=O)NCc3ccccn3)CC2)cc1C (stereo not drawn)	-11	20
CCCCOc1ccc(S(=O)(=O)N2CCC(c3nc4ccncc4n3CC)C2)cc1 (stereo not drawn)	-4	27
C=CCOc1ccc(C=Nc2ccc(S(=O)(=O)Nc3ccccn3)cc2)cc1OCC	-3	0
CN(C)S(=O)(=O)c1ccc(C(=O)Nc2cc(Cl)ccc2Cl)cc1	-2	-10
O=C(O)CCCCNS(=O)(=O)c1ccc(Cl)c(C(F)(F)F)c1	-3	2
COc1cccc(C2CC(c3ccc(Br)cc3)Nc3ncnn32)c1 (stereo not drawn)	1	12
O=C(C1CC=CCC1)N1CCC2(CC1)OCCCO2 (stereo not drawn)	-2	-1
COC(=O)c1cccc(C(=O)Nc2ccccc2)n1	-5	-5
O=C(Nc1ccc(-c2ccc(NC(=O)Nc3cccnc3)cc2)cc1)Nc1cccnc1	3	10
CC(C#N)C(C)(O)c1ccccc1 (stereo not drawn)	-3	-4
COc1ccc(CC(=O)N2CCCC(C)(C(=O)NCc3ccccc3)C2)cc1OC (stereo not drawn)	-2	1
Cc1ccccc1C(=O)Nc1c(C)nc2sccn2c1=O	2	-5
CCCCOc1ccc2c3c(c(=O)oc2c1)CCC3	1	-17
CCOCCCNC(=O)c1cnn2c(C)c(Cc3ccccc3C)c(C)nc12	-11	22
O=C1CN(C(=O)c2ccc3ncsc3c2)c2ccccc2N1	5	2
Cc1ccc(NC(=O)c2cccc(N3C(=O)NC4CC3(C)Oc3ccccc34)c2)cc1 (stereo not drawn)	-15	19
O=C(ON=C1Cc2ccccc2C1=O)c1cccs1	-6	.
COc1ccc(NC(=O)c2cnc3n(c2=O)CCS3)cc1OC	2	4
O=C(Nc1ccc(F)cc1)c1cccc(-c2cnc(N3CCCCC3)nc2)c1	-5	-3
CCCNC(=O)c1cnn2c(C(F)(F)F)cc(-c3ccc(Br)cc3)nc12	2	7
CCc1ccc(S(=O)(=O)N2CCC(c3cc4n(n3)CCCN(C)C4=O)CC2)cc1	0	13
Cc1nn(-c2ccccc2)c(Cl)c1C(=O)N1CCOCC1	37	1
CC1(C)CC(=O)C2=C(C1)Nc1ccccc1NC2c1c(F)cccc1Cl (stereo not drawn)	-13	-3
Cc1ccc(-c2nn(-c3ccccc3)cc2/C=N/O)o1	-1	i

More records.
SMILES	Pf apPOL inh	mHTT-CaM PPI inh
Cc1ccc(C(=O)NC2CCCCC2)cc1S(=O)(=O)N1CCCC1	-12	-5
COc1cccc(-n2c(=O)c3c(C)c(C)sc3n(CC(=O)Nc3cc(C)[nH]n3)c2=O)c1	-6	27
COC(=O)C1=CC2C3C(=O)N(c4cc(Cl)cc(Cl)c4)C(=O)C3C1C1C(=O)N(c3cc(Cl)cc(Cl)c3)C(=O)C21 (stereo not drawn)	9	.
COc1cccc(Nc2c([N+](=O)[O-])c(=O)n(C)c3ccccc23)c1	-3	8
Cc1ccccc1NC(=O)c1cc2ccccc2o1	-4	-6
Cc1ccc(-n2cnc(N=CN3CCOCC3)c2C(=O)c2ccccc2)cc1	-7	6
COc1ccc(C2=CC(c3cccc(Br)c3)n3ncnc3N2)cc1OC (stereo not drawn)	-4	36
CCOc1ccc(/C=C2N=C(/C=C/c3ccc([N+](=O)[O-])cc3)OC\2=O)cc1	-4	4
COC(=O)c1ccc(NC(=O)C2CCc3sc(NC(=O)c4ccc(F)cc4)nc32)cc1 (stereo not drawn)	16	40
CN1CCN(Cc2oc(CO)cc(=O)c2O)CC1	-5	2
Cc1ccc(C(=O)N2CCN(C(=O)CN3CCCC3)C2)cc1	-4	-4
Cc1cccc2sc(NC(=O)C(NS(=O)(=O)c3cccs3)C(C)C)nc12 (stereo not drawn)	-5	13
CCC(CC)NC(=O)C1CCc2nc(N3CCN(C(=O)C(C)C)CC3)sc2C1 (stereo not drawn)	-5	6
Nc1cc(C2CCN(C(=O)Cc3ccc(F)cc3)CC2)no1	0	-5
COc1ccc(CCNC(=O)c2ccc3c(c2)NC(=O)C2CCCCN32)cc1OC (stereo not drawn)	0	-7
N#CC(C#N)=C1c2cc(S(N)(=O)=O)cc([N+](=O)[O-])c2-c2c1cc(S(N)(=O)=O)cc2[N+](=O)[O-]	1	.
Cc1ccc(CC(=O)N2CCC(Cc3nnc(-c4ccccc4)o3)CC2)cc1	0	7
Cc1ccccc1C(=O)NC1CCN(c2ccccc2C(=O)N2CCOCC2)CC1	-6	6
O=C(NCc1ccccc1F)C1CN(c2nc3ccccc3s2)C1	-14	-11
Cc1ccc(C)c(NC(=O)c2cc3n(n2)C(C(F)(F)F)CC(c2ccc4c(c2)OCO4)N3)c1 (stereo not drawn)	-4	24
CC(=O)Nc1ccc(S(=O)(=O)NCCNc2ccc([N+](=O)[O-])cc2)cc1	-15	7
O=C(NCc1ccc(F)cc1F)c1ccc(OCC(=O)C2CC2)cc1	-9	-14
CCC(C)(C(=O)NC1CCCCC1)N(Cc1ccco1)C(=O)CNC(C)=O (stereo not drawn)	1	-2
CCOC(=O)C1CCCN(C(=O)Cc2csc(NC(=O)Nc3ccc(C)cc3)n2)C1 (stereo not drawn)	-2	-12
CC1CCc2c(sc3nc(SCC(=O)NCc4ccccc4)n(C)c(=O)c23)C1 (stereo not drawn)	1	5

(listing goes on)
SMILES	Pf apPOL inh	mHTT-CaM PPI inh
Cn1c(=O)c2c(ncn2Cc2ccccc2Cl)n(C)c1=O	-14	-15
COc1cccc(CNC(=O)N2CC3CC2CC3NC(=O)c2ccccc2)c1 (stereo not drawn)	0	4
COc1ccc(-n2nc(C(=O)N(C)c3cc(Cl)ccc3C)c3ccccc3c2=O)cc1	-7	-2
O=C(O)CCc1nn2c3ccccc3n(CC(=O)c3ccccc3)c2nc1=O	-7	1
N=c1oc2ccc([N+](=O)[O-])cc2cc1C(=O)Nc1ccccc1Cl	-6	2
CCC(C)c1ccc(NC(=O)c2ccccc2Br)cc1 (stereo not drawn)	6	-13
O=C(Cc1ccccc1[N+](=O)[O-])N1CCN(c2ccccc2)CC1	8	8
Cc1ccc2nc(-c3ccc(NC(=O)CC4SC(=N)NC4=O)cc3)sc2c1 (stereo not drawn)	-2	2
Cc1oc(C2CCN(C(=O)C3CCCCC3)CC2)nc1C(=O)N(C)C	1	2
CCNC(=O)C1CCCN(c2cnn(Cc3ccccc3)c(=O)c2)C1 (stereo not drawn)	-5	1
Cc1cccc(CNC(=O)c2ccc(N3CCNC(c4ccccc4)C3)nc2)c1 (stereo not drawn)	-5	36
Cc1ccc(S(=O)(=O)N2CCC(c3noc(-c4ccccc4)n3)CC2)cc1C	-4	-6
O=C(CSc1ncnc2nc[nH]c12)NCCc1ccccc1	0	-3
O=C(NCc1cccnc1)C1CC(=O)N(CCc2c[nH]c3ccc(F)cc23)C1 (stereo not drawn)	0	-2
CC1(C(=O)NCc2ccccc2)CCCN(C(=O)NCc2ccccc2)C1 (stereo not drawn)	4	-1
CC(=O)N(C)CC(=O)N1N=C(c2ccccc2Cl)CC1c1ccccc1Cl (stereo not drawn)	-2	56*
Cc1csc(-c2nnc(NC(=O)c3c[nH]c4ccccc34)o2)c1	-34	34
O=C(Nc1cccc([N+](=O)[O-])c1)c1[nH]ncc1[N+](=O)[O-]	-3	9
Cc1ncnc2c1CC(=O)N2Cc1cccnc1	15	15
N#Cc1c(C(F)(F)F)cc(-c2cccs2)nc1SCC(=O)Nc1ccc([N+](=O)[O-])cc1	64*	0
O=C1CCC(C(=O)N(CC2CCCO2)C2(C(=O)NC3CCCC3)CCCCC2)N1 (stereo not drawn)	-11	-1
Cc1ccccc1NC(=O)c1ccc(F)c(S(=O)(=O)NCc2cccs2)c1	-7	1
CCOC(=O)N1CCC(NC2CCCCCCC2)CC1	8	-9
COc1ccc(S(=O)(=O)NCCO)c2cccnc12	3	-1
CC(=O)N/C(=C\c1ccc2c(c1)OCO2)C(=O)NCc1ccccc1	0	-4

Additional compounds follow.
SMILES	Pf apPOL inh	mHTT-CaM PPI inh
O=C(NC(N1CCCCC1)C(Cl)(Cl)Cl)c1ccccc1[N+](=O)[O-] (stereo not drawn)	0	13
CC1Cn2cc(-c3ccc([N+](=O)[O-])cc3)nc2S1 (stereo not drawn)	51*	18
COc1ccccc1-c1coc2cc(OC(=O)c3c(C)oc4ccc(OC(C)=O)cc34)ccc2c1=O	-5	8
Cc1ccccc1NC(=O)c1cc(S(=O)(=O)Nc2ccc(Br)cc2)ccc1Cl	-2	8
O=C(Nc1ccccc1)Nc1ccccc1C(=O)NCc1ccccc1	-7	-2
Cc1nc2c(NC(=O)COc3ccc(F)c(F)c3)cccn2n1	0	-1
CCC(=O)N1CCc2cc(S(=O)(=O)N3c4ccccc4CC3C)ccc21 (stereo not drawn)	-3	-6
COc1ccc(-n2cnc3cc(NC(=O)c4ccc(C)cc4)ccc32)cc1	8	14
CNS(=O)(=O)c1ccc2c(c1)C(=NO)c1cc(S(=O)(=O)NC)ccc1-2	12	5
CCOC(=O)c1cnc2nc(C)ccc2c1Nc1cc(F)cc(F)c1	1	35
O=C(Nc1ccc(OC(F)(F)F)cc1)c1c(O)c2ccccc2[nH]c1=O	-3	-7
CC(=O)c1c(O)c2ccccc2[nH]c1=O	-2	.
COc1cccc(C(C)NC(=O)c2cc3c(s2)CN(C2CCCC2)C3)c1 (stereo not drawn)	-1	20
Cc1ccc(C)c(NC(=O)CSc2cn(C)c3ccccc23)c1	-7	0
Cc1ccccc1C1CCCN1C(=O)Cc1cccs1 (stereo not drawn)	1	15
O=C(Nc1ccc(F)cc1F)N1CCc2nc[nH]c2C1	1	-6
CCn1c(SC)nnc1-c1nn(C)c2c1CN(C(=O)C1CCC1)CC2	-1	2
COc1ccccc1C1CN(C(=O)c2cccc(Cl)c2)CC1C(=O)NC1CC1 (stereo not drawn)	-3	14
CCCC12CN3CC(C)(CN(C1)C3c1ccccc1C)C2=O (stereo not drawn)	-2	-8
O=C(Nc1ccccc1F)c1cccc(Cl)c1	-1	-7
O=C(CSc1nnnn1-c1ccccc1F)Nc1ccccc1F	5	-3
COc1cccc(Oc2c(C)oc3cc(OCC(N)=O)ccc3c2=O)c1	6	1
COc1ccccc1SC1CC(=O)N(c2ccc(C)cc2)C1=O (stereo not drawn)	-7	2
NC(=O)C1CCN(Cc2ccccc2)CC1c1ccccc1 (stereo not drawn)	-2	-10
N#Cc1conc1-c1ccc(Br)cc1	-4	4

Reprinted at random: seven compounds from above, in no set order.
SMILES	Pf apPOL inh	mHTT-CaM PPI inh
O=C(CSc1nnnn1-c1ccccc1F)Nc1ccccc1F	5	-3
COc1ccccc1-c1coc2cc(OC(=O)c3c(C)oc4ccc(OC(C)=O)cc34)ccc2c1=O	-5	8
CC1Cn2cc(-c3ccc([N+](=O)[O-])cc3)nc2S1 (stereo not drawn)	51*	18
COc1ccccc1C1CN(C(=O)c2cccc(Cl)c2)CC1C(=O)NC1CC1 (stereo not drawn)	-3	14
COc1ccccc1SC1CC(=O)N(c2ccc(C)cc2)C1=O (stereo not drawn)	-7	2
Cc1ccccc1C1CCCN1C(=O)Cc1cccs1 (stereo not drawn)	1	15
O=C(Nc1ccc(F)cc1F)N1CCc2nc[nH]c2C1	1	-6

The list continues:
SMILES	Pf apPOL inh	mHTT-CaM PPI inh
O=C(Nc1ccc(Cl)cc1)n1nccc1C=Cc1cccs1	-3&-6	.
O=S(=O)(c1ccc(C2Nc3c(Cl)cc(Cl)cc3C3C=CCC32)cc1)N1CCOCC1 (stereo not drawn)	-5	26
CC(C)c1cc(C2CCCN2C(=O)NCCc2ccccc2)no1 (stereo not drawn)	1	-13
Cc1[nH]c(=O)[nH]c(=O)c1S(=O)(=O)NCCC12CC3CC(CC(C3)C1)C2	-3	0
O=C1NC(=O)/C(=C\c2ccc(Br)cc2)S1	14	-1
CCc1ccc(NC(=O)COc2cc(C)nc(N3CCCCC3)n2)cc1	-1	-11
Cc1cccc(NC(=O)c2c(-c3c(Cl)cccc3Cl)noc2C)n1	-1	-9
O=C1NC(=Nc2ccccc2)S/C1=C/c1ccccn1	-1	1
CNCC(=O)Nc1c2c(nc3c1CCC3)CCCC2	4	1

Complete entries, quoted from the list:
O=C(Nc1ccc(Cl)cc1)n1nccc1C=Cc1cccs1 across the screens: Pf apPOL inh: -3&-6; mHTT-CaM PPI inh: .
CC(C)c1cc(C2CCCN2C(=O)NCCc2ccccc2)no1 (stereo not drawn) across the screens: Pf apPOL inh: 1; mHTT-CaM PPI inh: -13
O=S(=O)(c1ccc(C2Nc3c(Cl)cc(Cl)cc3C3C=CCC32)cc1)N1CCOCC1 (stereo not drawn) across the screens: Pf apPOL inh: -5; mHTT-CaM PPI inh: 26

Rewritten with each value named: four of the compounds above.
> Nc1cc(C2CCN(C(=O)Cc3ccc(F)cc3)CC2)no1
  Pf apPOL inh: 0; mHTT-CaM PPI inh: -5
> CCOC(=O)N1CCC(NC2CCCCCCC2)CC1
  Pf apPOL inh: 8; mHTT-CaM PPI inh: -9
> Cc1ccc(N2CCN(C(C)C(=O)NCc3ccccn3)CC2)cc1C (stereo not drawn)
  Pf apPOL inh: -11; mHTT-CaM PPI inh: 20
> O=C(Nc1ccccc1F)c1cccc(Cl)c1
  Pf apPOL inh: -1; mHTT-CaM PPI inh: -7
